Assay outcomes deposited in PubChem BioAssay by National Center for Advancing Translational Sciences (NCATS).
GAA inhib: inhibitors of human lysosomal alpha-glucosidase; purified human GAA, 4-MU-alpha-glucoside fluorescence; Potency, µM (doses to about 76.9 µM), for inactives: top-dose activity change, negative = inhibition, usual class: inhibitors; 0.005% of 200,000 active; P10253; AID 1466;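 note: plate controls were uninhibited enzyme wells for no effect and no-enzyme background for full effect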
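Fluorogenic assay: 4 nM human alpha-glucosidase with 400 uM 4-methylumbelliferyl-alpha-D-pyranoside in 50 mM citrate/phosphate, 0.005% Tween-20, pH 5.0, 20 min at room temperature. Compounds tested up to 77 uM; AC50 from Hill fits.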
GoLoco inh red: inhibitors of human Gai1-RGS12 GoLoco interaction (red fluorophore) | P63096 | Gai1:RGS12 GoLoco peptide FP, rhodamine, 10 min | Potency, µM (series often up to 61.6 µM), for inactives: top-dose activity, negative = inhibition, actives largely listed as inhibitors | 0.44% of 230,000 active | AID 880; active = well fitted inhibition curve with a large enough effect, not every such curve was filed as active; inactive = no such curve, though single readings can be large or run the other way; note: % is set by controls: 0 for no effect and ±100 for the full control effect; nearly all actives have a fitted effect of over 30% in size; many of its hits are not listed in these tables
ALDH1A1 inh: ALDH1A1 (human) enzyme inhibition. AID 1030. 7.3% of 220,000 active. Potency, µM (doses to about 75.3 µM), without a hit: at the highest dose activity, negative = inhibition, hits mostly inhibitors. P00352. Purified ALDH1A1, NADH fluorescence, propionaldehyde substrate; active = well fitted inhibition curve with a large enough effect, not every such curve was filed as active; inconclusive = small, poorly fitted or top-dose-only effect, or another doubt; inactive = no such curve, though single readings can be large or run the other way;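 note: plate controls were no enzyme wells and a reference inhibitor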
Target sequence (P00352 whole entry, looked up): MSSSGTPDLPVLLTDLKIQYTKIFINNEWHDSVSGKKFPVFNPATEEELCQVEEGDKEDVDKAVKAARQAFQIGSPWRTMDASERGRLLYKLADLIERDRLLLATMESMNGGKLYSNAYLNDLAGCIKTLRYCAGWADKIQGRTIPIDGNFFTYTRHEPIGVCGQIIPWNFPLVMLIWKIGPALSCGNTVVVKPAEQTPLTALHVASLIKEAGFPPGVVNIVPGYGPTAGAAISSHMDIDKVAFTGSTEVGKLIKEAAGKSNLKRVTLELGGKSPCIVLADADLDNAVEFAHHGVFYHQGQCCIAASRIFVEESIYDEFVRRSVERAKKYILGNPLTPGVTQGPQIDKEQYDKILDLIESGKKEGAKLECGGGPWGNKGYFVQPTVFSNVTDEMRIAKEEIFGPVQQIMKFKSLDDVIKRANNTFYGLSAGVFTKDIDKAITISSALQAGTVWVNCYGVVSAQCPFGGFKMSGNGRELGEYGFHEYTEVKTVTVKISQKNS
aGlu spleen mod: lysosomal alpha-glucosidase (human) modulation. P10253. human spleen homogenate, 4-MU-alpha-glucoside fluorescence. Potency, µM (top dose mostly 79.9 µM), without a hit: at the highest dose activity change, negative = inhibition, hits mostly inhibitors. 0.006% of 240,000 active. AID 2112;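 note: 0% = enzyme with vehicle and -100% = no enzyme basal signal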
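Compounds were titrated against alpha-glucosidase in spleen homogenate at pH 5.0, with 1 mM 4-methylumbelliferyl substrate for 40 min at 37 C. Reactions were quenched with pH 10 NaOH/glycine and fluorescence measured.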
GAA glycogen mod: alters human alpha-glucosidase cleavage of glycogen; P10253; recombinant GAA, glycogen substrate, Amplex Red glucose oxidase fluorescence; Potency, µM (titrated, usually from 76.4 µM), for the others: at the top dose activity change, negative = inhibition, usual class: inhibitors; 0.38% of 300,000 active;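 note: 0% = full enzyme reaction and -100% = no-enzyme basal signal; the screen sought inhibitors and activators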
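Natural-substrate format: glycogen cleavage by 4 nM human enzyme, glucose read by Amplex Red coupling (Ex 573, Em 610 nm). Normalized to enzyme and no-enzyme controls.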
JMJD2E inh: JMJD2E (human) inhibition; B2RXH2; JMJD2E catalytic domain, FDH-coupled NADH fluorescence (FDH is formaldehyde dehydrogenase); Potency, µM (doses to about 57.1 µM), for inactives: at the highest dose activity change, negative = inhibition, hits mostly inhibitors; 1.6% of 230,000 active; AID 2147; active = well fitted inhibition curve with a large enough effect, not every such curve was filed as active; inconclusive = small, poorly fitted or top-dose-only effect, or another doubt; inactive = no such curve, though single readings can be large or run the other way;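 note: 0% = wells with enzyme and -100% = buffer wells without enzyme; nearly all actives have a fitted effect of over 50% in size; many of its hits are not listed in these tables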
aGal spleen mod: alpha-galactosidase A (human) modulation. Potency, µM (highest dose often 80 µM), for inactives: at the highest dose activity change, negative = inhibition, hits mostly inhibitors. 0.008% of 240,000 active. P06280. AID 2107. human spleen homogenate, 4MU-alpha-Gal fluorescence, 40 min;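 note: 0% = enzyme with vehicle and -100% = no enzyme basal signal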
Target sequence (P06280 32-429 limits assumed): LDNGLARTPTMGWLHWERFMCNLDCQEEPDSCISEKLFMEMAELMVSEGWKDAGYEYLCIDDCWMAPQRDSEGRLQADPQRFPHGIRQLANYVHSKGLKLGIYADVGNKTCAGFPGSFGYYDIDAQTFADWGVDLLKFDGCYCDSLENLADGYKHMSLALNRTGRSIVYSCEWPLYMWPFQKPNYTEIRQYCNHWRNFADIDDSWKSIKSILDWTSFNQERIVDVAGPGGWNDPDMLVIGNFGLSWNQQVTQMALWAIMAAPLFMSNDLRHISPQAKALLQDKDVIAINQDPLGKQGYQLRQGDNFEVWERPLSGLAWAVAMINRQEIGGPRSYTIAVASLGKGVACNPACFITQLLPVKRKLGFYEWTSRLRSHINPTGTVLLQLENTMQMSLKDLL
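Human spleen homogenate (1 ug) as enzyme source, 4-methylumbelliferyl-alpha-D-galactopyranoside 1 mM final, citrate/phosphate pH 5.0 with 0.01% Tween-20. Compounds 40 min at 37C, NaOH/glycine stop; fluorescence Ex 365/Em 440, Hill-fit AC50.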
SMN2 splice enh: SMN2 splice variant enhancement | HEK293 SMN2-luciferase splicing reporter, luminescence, 30-36 h | Potency, µM (top dose mostly 46.1 µM), inactives show at the top dose activity change, positive = activation, most hits filed as activators | 2.8% of 210,000 active; note: % of control where 0% means no effect; nearly all actives have a fitted effect of over 55% in size
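HEK293 cells carry an SMN2 […]–luciferase reporter in which exon 7 inclusion puts luciferase in frame. Cells were plated 10-12 h before compound addition, then incubated 30-36 h at 37C. ONE-Glo luminescence was read; sodium butyrate at 4.5 mM final served as control.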
* marks the source's active call; other numbers are inactive results; ? = inconclusive; nt = not tested or not shown; [ ] = another dose, or the depositor's remark. Unless noted, calls come from the whole dose curve; as a rule, active = well fitted curve in the direction sought with a large enough effect; inconclusive = small, poorly fitted or top-dose-only effect, or another doubt; inactive = no such curve, though single readings can be large; an effect the other way counts as inactive or inconclusive. Potency is the fitted concentration of half-maximal effect.

SMILES,ALDH1A1 inh,SMN2 splice enh,aGal spleen mod,GAA inhib,JMJD2E inh,GAA glycogen mod,aGlu spleen mod,GoLoco inh red
O=C(COc1ccccc1)NCc1ccc(-n2cccc2)cc1,5%,-7%,1%,3%,16%,24%,4%,10%
O=C(CNC(=O)c1cccs1)c1ccc([N+](=O)[O-])cc1,?,?,-5%,-1%,13%,?,3%,-4%
COc1ccc(-c2ccc(=O)n(CC(=O)Nc3ccc(C(=O)NC4CC4)cc3)n2)cc1OC,6%,?,9%,-14%,6%,-1%,5%,19%
O=C(c1ccccc1)N1CCN(c2ccccc2F)CC1,4%,0%,10%,?,?,0%,-5%,-2%
O=S(=O)(Cc1cc(Cl)nc(-c2ccncc2)n1)c1ccccc1,4%,12%,7%,-4%,-6%,1%,nt,25%
CCN1CCN(c2cc(=O)n(C3CCCCC3)c(=O)[nH]2)CC1,-2%,-7%,-1%,1%,-5%,1%,-3%,-1%
CCOC(=O)c1cc(CC)sc1N1C(=O)CC(Sc2ncccc2C(=O)O)C1=O (stereo not given),?,6%,-1%,3%,1%,?,-17%,-2%
CCc1nnc(NC(=O)CCc2ccc(C)o2)s1,7%,13%,6%,-2%,18%,13%,2%,-12%
O=C(c1c[nH]c2ccc(F)cc2c1=O)N1CCCCCC1,?,4%,2%,12%,-1%,0%,4%,-3%
Cn1cnc2c1c(=O)n(Cc1cccc(Br)c1)c(=O)n2C,2%,-6%,-8%,-5%,0%,-4%,-2%,6%
CC1=CC(=O)C2=C(C)C[C@H](OC(=O)Cc3ccccc3)C3[C@H](OC(=O)[C@H]3C)C12 (stereo not given in full),?,-5%,0%,nt,7%,nt,-7%,5%
c1cncc(CNc2ncnc3ccc(-c4cccnc4)cc23)c1,?,-1%,16%,nt,?,nt,5%,9%
O=C(Nc1cccc(F)c1)N1CC=C(c2ccc(Cl)cc2)CC1,-9%,-23%,-3%,-8%,-23%,-6%,0%,4%
O=C(c1ccc2c(c1)N(Cc1cccc(Cl)c1)C(=O)c1ccccc1S2(=O)=O)N1CCN(c2ccccn2)CC1,20µM*,?,0%,-12%,-5%,-10%,5%,8%
Cc1cccc(-n2c(N)cc(=O)[nH]c2=S)c1,-2%,nt,-10%,-3%,6%,4%,-5%,nt
OCCC1CN(Cc2ccccc2O)CCN1CCc1ccccc1 (stereo not given),6%,nt,6%,8%,11%,-4%,-4%,-3%
CN(C)CCC(O)(c1ccccc1)c1ccccc1,9%,-3%,1%,-1%,-6%,6%,-8%,-3%
Cc1ccc(C(c2nnnn2CC2CCCO2)N2CCN(c3cccc(C)c3C)CC2)cc1 (stereo not given),?,5%,-2%,-8%,1%,-17%,-3%,1%
O=C(NC(=S)Nc1ccccc1N1CCCC1)c1ccc([N+](=O)[O-])cc1,0%,?,3%,-2%,-2%,?,-1%,-9%
COC(=O)C1CCN(C(=O)c2ccccc2NC(C)=O)CC1,2%,5%,1%,1%,0%,4%,-15%,3%
COc1ccc2c(=O)cc(-c3ccc(O)cc3)oc2c1,?,nt,2%,nt,?,nt,-4%,4%
O=C(Nc1cccc2ccccc12)c1ccc(Br)o1,-15%,nt,0%,-11%,1%,-1%,-3%,9%
Cc1cc(NC(=O)COC(=O)c2ccccc2[N+](=O)[O-])no1,-2%,3%,5%,0%,0%,2%,8%,8%
COC(=O)NNC(=O)C1CCC(C(=O)NNC(=O)OC)CC1 (stereo not given),10%,nt,0%,2%,-6%,10%,-3%,nt
CCCCOc1ccc(C(=O)CCN2CCOCC2)cc1,0.28µM*,10%,1%,-2%,-7%,2%,3%,1%
Cc1[nH]c(=O)[nH]c(=O)c1/C=N/NC(=O)[C@@H](N)CC(C)C,nt,nt,5%,nt,?,-1%,1%,-6%
COc1ccc(NC(=O)CCN2C(=O)/C(=C/c3ccc4c(c3)OCO4)SC2=S)cc1,nt,nt,0%,nt,1%,7%,2%,21%
O=C(O)CCCc1nc2ccccc2s1,0%,?,-2%,-1%,2%,-6%,-6%,5%
CC1=C(C(=O)OCC2CCCO2)C(c2coc3ccc(C)cc3c2=O)C2=C(CCCC2=O)N1 (stereo not given),6%,nt,1%,0%,?,-12%,-3%,0%
COc1ccc(CNC(=O)CN(C(=O)c2ccc(CN3CCOCC3)o2)C2CCCC2)cc1,11µM*,-9%,1%,-5%,-9%,0%,-6%,-22%

Remaining list, next part.
SMILES,ALDH1A1 inh,SMN2 splice enh,aGal spleen mod,GAA inhib,JMJD2E inh,GAA glycogen mod,aGlu spleen mod,GoLoco inh red
CC(=O)N1CCc2cc(S(=O)(=O)NC(C(=O)Nc3nc(C)cs3)C(C)C)ccc21 (stereo not given),9%,11%,10%,5%,1%,-4%,?,-3%
O=[N+]([O-])c1cc(CN(CCO)CCO)ccc1O,nt,nt,5%,nt,-22%,-10%,3%,-82%
CCN(CC)c1ccc2cc(-c3nc4ccccc4n3C)c(=O)oc2c1,?,?,5%,2%[15.4 µM],?,-4%,3%,11%
O=C(COc1ccccc1Cl)N1CCN(c2ccc([N+](=O)[O-])c(N3CCCCC3)c2)CC1,1.6µM*,-33%[inhibitor],8%,-7%,1%,3%,3%,-4%
O=C(CCSc1nc(-c2ccco2)cc(C(F)(F)F)n1)NCCc1ccccc1,-14%,-13%,9%,-1%,-8%,1%,-5%,7%
COC(=O)c1ccc(CSC(=N)N)o1,3%,nt,0%,13%,6%,-3%,5%,-7%
CCOC(=O)c1cc(C)nc(S(C)(=O)=O)c1C#N,2%,nt,8%,1%,?,-2%,6%,-4%
Cc1cc(N(C(=O)c2ccco2)C(C(=O)NC2CCCCC2)c2ccccc2)ccc1-n1cnnn1 (stereo not given),-3%,-4%,3%,-8%,2%,2%,-4%,7%
Cc1ccc(S(=O)(=O)N2CCN(C(=O)c3cc(=O)c4ccccc4o3)CC2)cc1,-3%,-23%,12%,-1%,-6%,-6%,12%,-32%
CCN(/N=C/c1ccccc1)c1cc(=O)n(C)c(=O)[nH]1,?,5%,-10%,-5%,-20%,-14%,-19%,3%
c1ccc(-c2[nH]ncc2CN2CCc3ccccc3C2)cc1,7%,nt,3%,5%,-6%,-12%,-2%,-7%
CCc1ccccc1NC(=O)CSc1nnc([C@H](CCSC)NC(=O)OC(C)(C)C)o1,22µM*,-57%[inhibitor],6%,-6%,4%,-1%,3%,-12%
COc1ccc(CCn2c(N)cc(=O)[nH]c2=O)cc1OC,5%,6%,2%,-15%,5%,-10%,2%,13%
COC(C(=O)NC1CC1)c1ccccc1 (stereo not given),10%,-1%,-3%,1%,2%,8%,-3%,10%
CCCCN(CC)CCOc1cccc2ccccc12,-1%,7%,-4%,nt,nt,nt,0%,2%
O=C(CSc1nnc2c(n1)[nH]c1ccccc12)NCc1ccco1,?,2%,-5%,-7%,1%,-2%,5%,-9%
Cc1cccc(Nc2sc(C(=O)c3cc4cc(Cl)ccc4o3)c(N)c2C#N)c1,6%,nt,2%,-2%,-1%,5%,-2%,3%
Cc1ccsc1/C=N/NC(=O)c1cccs1,2%,nt,2%,0%,-6%,-3%,1%,nt
O=C(O)CC(c1ccccc1)n1cnnn1 (stereo not given),7%,-4%,2%,-1%,7%,6%,-5%,12%
CCCn1cnc2c(sc3nc4c(cc32)CSC(C)(C)C4)c1=O,0.56µM*,13µM*,-9%,-8%,-6%,3%,-13%,-2%
Cc1ccc(N2CCN(C(=O)c3cc(C(=O)c4ccccc4C)c[nH]3)CC2)c(C)c1,?,-56%[inhibitor],7%,2%,-12%,-15%,3%,4%
CCOC(=O)c1ccc(NC(=O)Cn2ccc([N+](=O)[O-])n2)cc1,1%,15%,0%,2%,-2%,11%,1%,6%
COc1ccc(S(=O)(=O)N2CCCCC2C(=O)O)cc1OC (stereo not given),-4%,5%,-12%,-6%,4%,4%,-6%,5%
CCc1nc(N2CCN(C(=O)c3ccco3)CC2)c2oc3ccccc3c2n1,-9%,-4%,4%,-4%,-9%,-22%,-1%,-1%
O=C(NO)c1cc(OCC(F)(F)F)ccc1OCC(F)(F)F,5%,-4%,-14%,6%,?,-5%,-7%,-2%
Cn1c(SCC(=O)NC(=O)c2cccc([N+](=O)[O-])c2)nnc1-c1ccc(F)cc1,-8%,0%,4%,1%,3%,2%,2%,1%
O=C(CSc1nccc(=O)[nH]1)Nc1ccc2c(c1)OCCO2,?,nt,-2%,-11%,-10%,-13%,-10%,6%
CC1CC(C)CN(S(=O)(=O)c2ccc(C(=O)N3CCN(c4ccccc4)CC3)cc2)C1 (stereo not given),0%,-42%[inhibitor],-5%,-5%,1%,3%,-6%,2%
COc1ccccc1NC(=O)CCC(=O)OCc1ccc(Cl)cc1,15%,13%,4%,-4%,-8%,-3%,-11%,5%

Full records as entered above. Order of screens: ALDH1A1 inh, SMN2 splice enh, aGal spleen mod, GAA inhib, JMJD2E inh, GAA glycogen mod, aGlu spleen mod, GoLoco inh red
CCc1ccccc1NC(=O)CSc1nnc([C@H](CCSC)NC(=O)OC(C)(C)C)o1 across the screens: 22µM*, -57%[inhibitor], 6%, -6%, 4%, -1%, 3%, -12%
COc1ccccc1NC(=O)CCC(=O)OCc1ccc(Cl)cc1 across the screens: 15%, 13%, 4%, -4%, -8%, -3%, -11%, 5%

Only part of the results is shown (hit frequency here may not be typical).
